Screens as filed in PubChem BioAssay.
All columns: NCI-60 one-dose screen, growth in % after 48 h at 10 µM unless noted; 100 = growth as untreated, 0 = no growth, -100 = all killed.
NCI-H460 – NCI-H460 lung cancer; 6.8% of 82,000 active
COLO 205 – COLO 205 colon cancer; 7.3% of 79,000 active
HCT-15 – HCT-15 colon cancer | 5.2% of 82,000 active | AID 1794746
NCI-H322M – NCI-H322M lung cancer | 2.7% of 80,000 active | AID 1794733
NCI/ADR-RES – NCI/ADR-RES ovarian cells; 4.4% of 81,000 active; AID 1794790
HCT-116 – HCT-116 colon cancer; 7.3% of 82,000 active; AID 1794798
NCI-H23 – NCI-H23 lung cancer. 4% of 80,000 active
NCI-H226 – NCI-H226 lung cancer; 3.5% of 79,000 active
NCI-H522 – NCI-H522 lung cancer; 8% of 78,000 active
* hit, by the source's call; · = not tested or not shown; & = joins results of further samples. The calls were made as follows: active = growth percent below 10; inactive = the rest.

SMILES	NCI-H460	COLO 205	HCT-15	NCI-H322M	NCI/ADR-RES	HCT-116	NCI-H23	NCI-H226	NCI-H522
C=C1C(=O)O[C@H]2[C@H]1CC/C(COC(=O)/C=C\C(=O)NCc1ccc(Cn3c(=O)sn(CCI)c3=O)cc1)=C\CC[C@@]1(C)O[C@@H]21	92	-33*	16	87	98	19	84	83	-84*
Clc1ccc(SSc2ccccc2)cc1	108	99	102	100	107	113	99	102	99
Cc1nc2cc(Cl)ccc2s1	109	134	114	120	95	107	93	106	·
CCCCCCCC/C=C\CCCCCCCC(=O)OCC1CCCO1 (stereo unspecified)	96	103	106	106	104	94	95	92	103
COc1ccc(OC)c(/C=C/C(=O)N/N=C/c2ccccc2)c1	14	43	42	80	8.5*	14	65	87	-15*
NC(Cc1ccc(OC(Cn2ccnc2[N+](=O)[O-])Cn2ccnc2[N+](=O)[O-])cc1)C(=O)O (stereo unspecified)	103	130	103	125	111	90	101	108	92
O=C1CCCCO1	112	114	101	100	101	98	91	96	99
CC(=O)Oc1[nH]c(=O)c2cccc3c2c1CCC3	112	103	102	123	99	97	99	103	117
Cc1cc(C)n2c(C)nnc2c1	112	128	111	88	99	111	107	96	100
O=C(O)/C=C\C(=O)Nc1ccc2c(c1)Cc1cc(Cl)ccc1-2	105	105	113	92	110	91	102	84	95
Cc1ccc(-n2c(C)nn3c(=O)c4c5c(sc4nc23)CN(C)CC5)cc1	109	103	101	·	101	94	97	98	71
Cc1ccc(C(=O)CSc2nnc3sc(Nc4ccccc4)nn23)cc1	106	111	115	99	107	97	96	84	82
Cc1cc(C)c(C(=O)CC(C)C)c(C)c1	112	104	106	113	104	106	94	101	85
O=C(O)/C=C\C(=O)NNc1ccccc1	101	95	81	94	86	74	94	88	47
O=Cc1ccc(Oc2nc(N3CCOCC3)nc(N3CCOCC3)n2)cc1	99	106	102	101	104	101	95	88	94
CCOC(=O)C(C(=O)OCC)C(C)CC (stereo unspecified)	113&112&105	109&122&101	101&109&102	107&122&114	112&100&109	109&93&101	112&95&102	100&116&97	97&84
Cc1cc(Nc2nc(C(N)=O)nc3ccccc23)n[nH]1	99	93	82	86	107	93	99	81	87
COc1ccc(CCCC(=O)O)c2c(OC)cccc12	103	117	99	100	103	95	101	96	90
CCNC(=O)c1[nH]cc(-c2ccccc2)c1-c1ccccc1O	105	104	104	92	103	98	84	104	89
COc1ccccc1C=NCCCCCCN=Cc1ccccc1OC	117	108	115	103	96	99	98	95	87
CCN(Cc1ccccc1)c1ccc(SC#N)cc1	90	50	65	92	82	44	81	112	-27*
CC(=O)NS(=O)(=O)c1ccc2sc(C)nc2c1	116	138	98	110	101	101	100	104	92
COc1ccc(C2=C/C(=C\c3ccc(Cl)cc3)C(=O)NN2C(=S)NN)cc1	102	114	104	102	94	95	93	88	84
COC(=O)c1ccc2nc(N(Cc3ccccc3)C(=O)c3c(Cl)c(Cl)c(C)n3Cc3ccccc3)sc2c1	99	103	105	97	101	91	91	97	95
Oc1cc(O)c2c(=S)cc(-c3ccc(Cl)cc3)oc2c1	21	86	25	60	25	18	4.1*	74	-1.7*
Nc1ncnc2c1ncn2CCOc1nc(-c2ccc(F)cc2)cc(-c2ccco2)n1	112	114	106	93	106	127	104	·	101
Cc1nc2nc(SCCO)[nH]c2c(=O)[nH]1	106	104	107	107	108	82	102	96	74
c1ccc(CSc2nnc(-c3ccncc3)o2)cc1	109	·	103	101	106	98	103	87	77
CCCCCCCCCCCC(=O)OCC1(C)COC(c2ccccc2)=N1 (stereo unspecified)	105	116	104	112	100	90	96	107	95
COc1ccc2c(c1)C(=O)/C(=C/c1c(C)n(C)n(-c3ccccc3)c1=O)CO2	100	120	112	87	89	86	84	98	45
COc1ccc(N=C(C)c2ccc(OC)cc2)cc1	97	106	80	·	103	83	86	96	77
C1CCc2nnnn2CC1	115&113&115	149&108&120	120&101&104	109&103	111&101&112	106&111&105	102&104	119&106&111	98&104
COc1ccc(NC2=CC(=O)C(C)=C(C)C2=O)cc1	100	107	89	103	·	81	·	97	82
Cc1ccc(-c2nnc(SCc3nc(N)nc(Nc4ccccc4F)n3)n2-c2ccccc2)cc1	96	101	91	93	98	98	101	80	82
CN1CCN(c2nc(-n3cc(-c4ccccc4)nn3)nc3ccccc23)CC1	102	96	90	99	94	93	98	89	83
CC1([N+](=O)[O-])COC(/C=C/c2ccccc2)OC1 (stereo unspecified)	104	96	97	113	113	101	104	·	93
CCOC(=O)C1C(=O)C(=O)N(C2CCCCC2)C1C(=O)OCC (stereo unspecified)	105	114	100	·	105	106	96	92	93
CCC[C@H](C[C@H](CO)OC)c1ccc2ccccc2c1	113	108	103	92	103	99	100	99	82
COC(=O)NNC(=O)OC	108	102	101	92	104	99	101	96	96
COc1ccc(-c2nc(-c3ccc(C(F)(F)F)cc3)nc3[nH]c(-c4ccccc4)cc23)cc1	84	111	97	77	91	57	77	72	88
NS(=O)(=O)c1ccc(NC(=O)N2CCN(C(=O)Cc3ccc(Cl)cc3)CC2)cc1	106	108	108	103	105	111	104	99	101
C=CCC(O)c1ccccc1 (stereo unspecified)	103	114	110	102	106	101	107	102	102
O=C(O)c1ccccc1.[Ag]	100	26	110	109	93	97	99	104	-25*
CC(C)(C)NCC(O)COc1cccc2c1CCC(=O)N2 (stereo unspecified)	109	110	110	94	105	110	107	97	101
CCOC(=O)c1c2c(n(C)c1CSc1ccccc1)C=CC(=O)C2=O	105	108	67	94	85	92	98	92	52
O=c1[nH]c2cc(F)ccc2c2ccc(F)cc12	100	104	96	·	94	93	96	83	104
Cc1ccc(/C(=N/c2sc(-c3ccccc3)nc2-c2ccccc2)N2CCCC(C)C2)cc1 (stereo unspecified)	102	117	103	105	107	108	·	105	104
CCCN1C2CCC1/C(=C\c1ccc(F)cc1)C(=O)/C2=C/c1ccc(F)cc1	64	72	53	78	62	47	56	75	52

The closing seven entries of the section above lead into the next.
SMILES	NCI-H460	COLO 205	HCT-15	NCI-H322M	NCI/ADR-RES	HCT-116	NCI-H23	NCI-H226	NCI-H522
C=CCC(O)c1ccccc1 (stereo unspecified)	103	114	110	102	106	101	107	102	102
O=C(O)c1ccccc1.[Ag]	100	26	110	109	93	97	99	104	-25*
CC(C)(C)NCC(O)COc1cccc2c1CCC(=O)N2 (stereo unspecified)	109	110	110	94	105	110	107	97	101
CCOC(=O)c1c2c(n(C)c1CSc1ccccc1)C=CC(=O)C2=O	105	108	67	94	85	92	98	92	52
O=c1[nH]c2cc(F)ccc2c2ccc(F)cc12	100	104	96	·	94	93	96	83	104
Cc1ccc(/C(=N/c2sc(-c3ccccc3)nc2-c2ccccc2)N2CCCC(C)C2)cc1 (stereo unspecified)	102	117	103	105	107	108	·	105	104
CCCN1C2CCC1/C(=C\c1ccc(F)cc1)C(=O)/C2=C/c1ccc(F)cc1	64	72	53	78	62	47	56	75	52
O=C(CSC(=S)N1CCCCC1)Nc1ccc(Cl)cc1	49	85	57	95	79	48	81	115	59
OCCCc1ccncc1	109	100	104	100	101	116	97	103	100
COc1ccc(/C=C(\C#N)n2nc3cccc(F)c3n2)cc1	106	115	97	99	104	101	101	97	93
Nc1nc(Nc2ccccc2)nn1Cc1ccccc1	101	106	98	99	98	102	97	104	92
CCCCCCCCCCCCNC(=S)N/N=C/c1ccc(NC(C)=O)cc1	102	108	103	102	100	105	98	94	93
CCC(C)[C@@H]1NC(=O)[C@@H]2CCCN2C(=O)[C@H](Cc2ccccc2)NC(=O)[C@H](Cc2ccccc2)NC(=O)[C@H](C(C)CC)NC(=O)[C@@H]2CCCN2C(=O)[C@H](Cc2ccccc2)NC1=O (stereo partly specified)	96	89	100	92	111	78	113	106	75
O=c1[nH]cnc2[nH]ncc12	95&114&110	108&111	114&92&108	94&93&106	124&103&116	94&101&102	105&91&96	112&91&101	97&88&92
CN1CCN(c2ccc(Nc3nc(NCCCNC(=O)C4CCCCC4)c4sccc4n3)cc2)CC1	53	69	2.8*	70	74	31	60	82	79
CC(C)CC(NC(=O)OCc1ccccc1)C(=O)NC(Cc1c[nH]c2ccccc12)C(=O)O (stereo unspecified)	110	110	·	105	99	94	105	110	92
Cc1cc(-c2ccccc2)nn1-c1nc(Nc2ccccc2)nc(Nc2ccc(S(N)(=O)=O)cc2)n1	72	83	58	93	92	58	93	64	70
O=C(NCCN1CCOCC1)c1cc2cc(Cl)ccc2[nH]1	103	112	101	99	104	100	104	95	99
O=C(Cc1ccccn1)c1ccccc1	101	119	108	83	91	103	98	109	104

Taken from the listing (4 entries):
SMILES	NCI-H460	COLO 205	HCT-15	NCI-H322M	NCI/ADR-RES	HCT-116	NCI-H23	NCI-H226	NCI-H522
CC(C)CC(NC(=O)OCc1ccccc1)C(=O)NC(Cc1c[nH]c2ccccc12)C(=O)O (stereo unspecified)	110	110	·	105	99	94	105	110	92
Cc1cc(-c2ccccc2)nn1-c1nc(Nc2ccccc2)nc(Nc2ccc(S(N)(=O)=O)cc2)n1	72	83	58	93	92	58	93	64	70
O=C(NCCN1CCOCC1)c1cc2cc(Cl)ccc2[nH]1	103	112	101	99	104	100	104	95	99
O=C(Cc1ccccn1)c1ccccc1	101	119	108	83	91	103	98	109	104

Remaining list, next part:
SMILES	NCI-H460	COLO 205	HCT-15	NCI-H322M	NCI/ADR-RES	HCT-116	NCI-H23	NCI-H226	NCI-H522
O=c1c2cc(F)ccc2sc2c(NCc3ccccc3)nc3ccc(Cl)cc3c12	109	110	96	97	103	90	96	104	85
COc1ccc(-c2cc(-c3cccs3)c(C#N)c(=O)[nH]2)c(OC)c1	98	109	93	95	77	79	92	95	83
CCCCNP1(NCCCC)=NP(NCCCC)(NCCCC)=NP(NCCCC)(NCCCC)=NP(NCCCC)(NCCCC)=N1	-8.8*	-26*	99	9.1*	97	0.7*	-50*	22	7.7*
O=C(N/C(=C/c1cc2ccccc2nc1Cl)c1nc2ccccc2[nH]1)c1ccccc1	105	110	101	100	93	89	103	99	81
CC1(C)C=C2[C@H]3CC[C@@H]4[C@@]5(C)C/C(=C/c6ccccn6)C(=O)C(C)(C)[C@@H]5CC[C@@]4(C)[C@]3(C)CC[C@@]2(CO)CC1	79	79	48	95	79	33	74	25	72
Cn1cc2c(c1)-c1nc(N)ncc1CC2	117	120	126	175	106	98	103	94	105
O=C(O)c1cn(C2CC2)c2cc(N3CCN(C(=O)CSc4nc(NS(=O)(=O)c5ccc(Cl)cc5)cc(=O)[nH]4)CC3)c(F)cc2c1=O	101	94	98	96	104	·	101	107	101
CCOC(=O)c1[nH]c(Cc2[nH]c(C(=O)OCC)c(C)c2C(=O)OCC)c(C(=O)OCC)c1C	103	107	101	102	90	95	88	88	83
CCC(C)NCCCCCO (stereo unspecified)	108	117	103	103	102	111	101	102	79
c1ccc(-c2nnc(-c3c[nH]c4ncccc34)s2)cc1	96	115	83	96	96	91	93	88	88
COc1cc(/C=C/C(=O)c2c(C)n([O-])c3ccccc3[n+]2=O)cc(OC)c1OC	21	56	30	49	43	31	55	86	·
CC(=O)Oc1ccccc1C(=O)[Se]C(=NC1CCCCC1)NC1CCCCC1	-42*	-71*	-74*	-83*	-63*	-70*	-80*	-88*	-89*
Cc1cc(C)c(O)c(C)c1	100	101	102	104	108	100	109	93	98
Cc1ccc([C@@H]2C[C@H](O)Cc3cc(F)ccc3N2)o1	114	102	102	104	101	110	99	·	102
Cc1ccc(-c2c3c(N)c4c(nc3nc3c2c(C)nn3-c2ccccc2)CCCC4)cc1	101	92	99	·	106	90	·	92	92
Cc1cc(N)n(-c2nc3ccccc3[nH]2)n1	101	103	100	99	99	100	94	86	98
CC1(C)CC(=O)C2=C(C1)Oc1nc(N)c(C#N)c(N)c1C2c1ccc(F)cc1 (stereo unspecified)	117	127	123	123	122	109	133	106	146
CC1CCNC(c2ccccc2)C1 (stereo unspecified)	109	130	101	116	110	108	106	102	91
O=[N+]([O-])c1ccccc1CSc1ncnc2nc[nH]c12	108	108	102	115	97	96	100	94	122
CCC(C)(C)NCCCCCNc1cc(OC)cc2cccnc12	106&114	104&98	92&108	96&114	91&95	90&101	95&107	96&95	100&103
CCCCCC(CCC)COC(=O)c1ccccc1 (stereo unspecified)	112	108	103	108	99	110	95	106	88
C=CCc1cc(C(=O)OCC)cc(OC)c1O	104	105	107	88	103	100	95	85	100
COc1ccc(OC)c(-c2c(C#N)c(-c3cccs3)nc3c2c(-c2ccccc2)nn3-c2ccccc2)c1	101	110	104	110	107	92	105	102	88
CCOC(=O)/C(=C\Nc1cccc(OCc2ccccc2)c1)NC(=O)c1ccccc1	100	117	91	95	96	101	99	·	82
Cc1ccc(C(=O)c2ccc(CC(=O)N=Nc3c(O)[nH]c4ccc(Br)cc34)n2C)cc1	104	106	97	92	88	86	76	78	84
CC1=CCCC(=O)O1	107	117	109	107	113	101	116	97	87
O=C1CC(c2ccc3c(c2)OCO3)Cc2oc3cc(O)c(O)cc3c21 (stereo unspecified)	102	99	76	97	101	79	94	105	68
COC(=O)c1cc(NC(=O)CC(=O)c2cccc(N)c2)cc(C(=O)OC)c1	114	99	80	77	100	78	100	96	47
COC(=S)SCc1cc(=O)oc2ccc(C)cc12	111	125	97	93	105	105	94	117	91
CCC1(CC)CC1C(N)=O (stereo unspecified)	108	111	103	151	104	115	104	106	108
COc1cc2c(cc1OC)C(=O)C(c1ccc3c(c1)OCO3)CC2 (stereo unspecified)	108	105	102	111	97	114	100	·	90
COc1ccc(NC(=O)Nc2ccc(C(C)C)cc2)cc1	107	114	103	123	114	109	111	106	207
